High-throughput results from PubChem BioAssay.
Eya2 inh: inhibitors of human Eya2 phosphatase activity; Potency, µM (series often up to 76.9 µM), for the others: at the top dose activity, negative = inhibition, most hits filed as inhibitors; actives 0.006% (n = 330,000); AID 488837; O00167; recombinant Eya2, OMFP fluorescence dephosphorylation (OMFP is methylfluorescein phosphate); also: potency is read from the fitted curve at half-maximal effect; % is scaled to controls: 0 for no effect and ±100 for the full control effect
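Eya2 protein (added as 0.2 uM solution) was preincubated with compound for 10 min at ambient temperature in 50 mM HEPES pH 7.5, 50 mM NaCl, 5 uM MgCl2, 0.05% BSA, 1 mM DTT. OMFP (added at 50 uM) then reacted 10 min; fluorescence read at 485/525 nm.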
ELG1 DNA repair: ELG1-dependent DNA repair inhibition | HEK293T ELG1-luciferase reporter, luminescence, 16 h; DNA damage induced by 5-fluorouridine | Potency, µM (titrated, usually from 46.1 µM), without a hit: at the top dose activity change, negative = inhibition, usual class: inhibitors | actives 2.3% (n = 330,000); also: potency is read from the fitted curve at half-maximal effect; % is scaled to controls: 0 for no effect and ±100 for the full control effect; nearly all actives have a fitted effect of over 55% in size
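Luminescence from the luciferase reporter, measured 30 min after ONE-Glo reagent at room temperature, was the read-out. Beforehand, 2,000 cells per well were exposed for 16 hr at 37 °C to 5-fluorouridine together with compound or vehicle.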
Tb PFK inh: blocks T. brucei phosphofructokinase | O15648 | T. brucei PFK, ADP-Glo luminescence | Potency, µM (highest dose often 57.5 µM), for the others: top-dose activity, negative = inhibition, actives largely listed as inhibitors | actives 0.17% (n = 330,000) | AID 485367;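 also: potency is read from the fitted curve at half-maximal effect; 0% = uninhibited 1x PFK enzyme wells and -100% = no-enzyme wells; nearly all actives have a fitted effect of over 60% in size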
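Luminescent ADP detection (ADP-Glo, two-step: ATP depletion then ADP-to-ATP conversion for luciferase) reported PFK activity after 45 min room-temperature reaction of 1.25 nM enzyme with 0.5 mM F6P and 0.1 mM ATP at pH 8.0.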
ASM inhibitor: inhibitors of human secretory acid sphingomyelinase; P17405; actives 0.006% (n = 340,000); placental ASM, HMU-PC fluorogenic substrate, 60 min; Potency, µM (top dose mostly 57.5 µM), for the others: top-dose activity change, negative = inhibition, actives largely listed as inhibitors; AID 504937; also: potency is read from the fitted curve at half-maximal effect
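Human placenta-derived ASM preincubated with compound 10 min at room temperature, then reacted with 9 uM (final) fluorogenic HMU-PC substrate for 60 min at 37 C. Stop solution raises pH to 10; fluorescence read at Ex 386/Em 447 nm.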
PTAP TSG101 blk: blocks PTAP/TSG101 interaction to inhibit HIV-1 budding; 340,000 tested, under 10 active; Q99816; Fluorescence polarization, FITC-PTAP peptide / Tsg101 binding; Potency, µM (doses to about 115 µM), inactives show at the top dose activity change, negative = inhibition, hits mostly inhibitors; active = well fitted inhibition curve with a large enough effect in the main read-out, with a control signal flat, not every such curve was filed as active; inconclusive = small, poorly fitted or top-dose-only effect, or effect the other way, or a change in a side signal; inactive = no such curve, though single readings can be large or run the other way; also: potency is read from the fitted curve at half-maximal effect; % of control where 0% means no effect
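Fluorescence polarization binding of Tsg101 binding domain (10 uM final) to FITC-labeled PTAP peptide (50 nM final) in HEPES pH 7.5 buffer with NaCl, Tween 20, EDTA, TCEP. Compounds added before peptide; binding 20 min at RT.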
TSHR antagonist: antagonists of human thyroid stimulating hormone receptor; P16473; TSHR-expressing cells, TSH-stimulated cAMP HTRF, 2 h; stronger effect = lower value; activity change, negative = inhibition, % at 11.5 µM; actives 0.2% (n = 330,000);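 active = activity change below a set negative limit, meaning inhibition stronger than a set level, cut at about -70% in these data; inconclusive = activity change between two set negative limits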; also: % is scaled to controls: 0 for no effect and ±100 for the full control effect
Target sequence (P16473 whole entry, looked up): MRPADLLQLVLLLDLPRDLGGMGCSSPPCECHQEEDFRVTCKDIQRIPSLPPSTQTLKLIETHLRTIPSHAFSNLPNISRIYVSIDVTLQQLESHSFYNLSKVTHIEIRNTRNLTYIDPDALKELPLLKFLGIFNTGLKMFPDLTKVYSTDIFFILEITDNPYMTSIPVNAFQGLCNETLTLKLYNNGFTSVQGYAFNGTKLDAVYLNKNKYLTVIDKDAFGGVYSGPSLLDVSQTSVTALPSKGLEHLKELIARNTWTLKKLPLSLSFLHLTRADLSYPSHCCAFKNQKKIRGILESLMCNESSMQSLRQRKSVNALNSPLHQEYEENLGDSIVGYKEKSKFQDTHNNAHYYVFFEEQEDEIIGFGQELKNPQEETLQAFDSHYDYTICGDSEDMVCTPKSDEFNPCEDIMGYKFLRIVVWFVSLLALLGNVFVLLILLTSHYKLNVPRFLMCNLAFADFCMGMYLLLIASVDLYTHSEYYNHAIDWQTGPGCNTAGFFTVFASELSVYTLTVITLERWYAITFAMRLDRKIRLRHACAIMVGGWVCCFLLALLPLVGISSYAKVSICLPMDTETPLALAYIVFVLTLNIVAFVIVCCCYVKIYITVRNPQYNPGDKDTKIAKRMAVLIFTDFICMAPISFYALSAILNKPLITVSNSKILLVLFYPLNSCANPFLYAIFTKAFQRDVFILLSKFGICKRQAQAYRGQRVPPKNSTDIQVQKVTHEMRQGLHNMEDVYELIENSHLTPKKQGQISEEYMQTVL
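TSHR-expressing cells were treated with compounds, then stimulated with TSH at EC80 (4nM final) for 2 hours at 37 deg C. Cellular cAMP was measured by HTRF competition between lysate cAMP and cAMP-d2 for a cryptate-labelled anti-cAMP antibody.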
a7 integrin act: integrin-mediated muscular dystrophy alleviation activation | alpha7betagal myoblasts, beta-gal FDG fluorescence, 48 h | Potency, µM (top dose mostly 38.3 µM), for the others: at the highest dose activation, actives largely listed as activators | actives 0.064% (n = 350,000) | AID 624291;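 also: potency is read from the fitted curve at half-maximal effect; 100% = response of the positive control SU9516; nearly all actives have a fitted effect of over 60% in size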
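alpha7betagal+/- myoblasts (passage 13, 250/well) treated 48 h at 37C with compounds at 1:260 dilution of DMSO stock. Lysed, then beta-galactosidase activity read as FDG fluorescence (ex 480/em 540) after 30 min, with pre-read for autofluorescence.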
Mito fusion act: mitochondrial division inhibition or fusion activation; S. cerevisiae fusion-defective mutant growth rescue, CellTiterGlo 48 h; Potency, µM (top dose mostly 46.1 µM), without a hit: at the highest dose growth rescue (activation), most hits filed as activators; actives 0.23% (n = 320,000); AID 485298;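 also: potency is read from the fitted curve at half-maximal effect; % of control where 0% means no effect; nearly all actives have a fitted effect of over 45% in size; temperature-sensitive fusion mutants such as fzo1-1 at 37 °C on non-fermentable ethanol glycerol medium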
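Read-out: ATP-based luminescence (CellTiterGlo, 10 min ambient) reporting growth of fusion-defective ts yeast after 48 hours at 37C on glycerol/ethanol YPEG medium in the presence of compound.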
Chronic BCR inh: inhibitors of chronic active B-cell receptor signaling; Potency, µM (highest dose often 46.1 µM), for inactives: at the top dose ratio change, negative = lower green/red ratio, usual class: inhibitors; ABC-DLBCL IkBa-CBG/CBR reporter, luminescence ratio, 4 h; AID 493014; actives 0.05% (n = 340,000); active = well fitted inhibition curve with a large enough effect in the signal ratio, with a control signal flat, not every such curve was filed as active; inconclusive = small, poorly fitted or top-dose-only effect, or effect the other way, or a change in a side signal; the % refers to the signal ratio;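 also: potency is read from the fitted curve at half-maximal effect; plate controls were basal doxycycline-induced cells for no effect and cells given 10 µM MG132 for full effect; MG132 reads +100%, hits lower the ratio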
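Cell line TMD8 (human ABC DLBCL), stably expressing tet-inducible CBG68-IkBa fusion and CBR; IMDM/0.5% FBS; cpd up to 46 uM; dox induction, 4 h, 37C/5% CO2; dual luminescence; green/red ratio; MG132 control.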
AT treatment: candidate therapy for ataxia-telangiectasia; […] A-T fibroblasts, KAP-1 phosphorylation AlphaLISA; neocarzinostatin DNA damage 30 min before lysis; Potency, µM (series often up to 57.5 µM), inactives show at the highest dose activation, most hits filed as activators; actives 0.19% (n = 320,000); also: potency is read from the fitted curve at half-maximal effect; % of control where 0% means no effect; nearly all actives have a fitted effect of over 45% in size
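hTERT-immortalized A-T patient fibroblasts ([…]), 500 cells/well in OPTI-MEM, 1% FBS, got compounds for 60 min, then NCS for 30 min at 37C. Lysates were then assayed for phospho-KAP-1 by AlphaLISA (anti-pKAP1 donor, anti-KAP1 acceptor beads), 6 hr at 25C.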
TCR activator: activates T cell receptor signaling | primary human leukocytes, anti-CD3, IL-2 HTRF, 48 h | Potency, µM (series often up to 9.22 µM), for the others: top-dose activation of IL-2 secretion, usual class: activators | 330,000 tested, under 10 active | AID 504894; also: % of control where 0% means no effect
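Readout: HTRF IL-2, Eu-cryptate/d2 antibody pair, 320nm excitation, 665nm emission. Stimulus: a-CD3 beads, no co-stimulation. Cells: primary human leukocytes. Exposure: 48 hr with compound.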
* marks the source's active call; other numbers are inactive results; ? = inconclusive; . = not tested or not shown; [ ] = dose if it differs, or a comment. Unless noted, calls follow the shape of the dose curve; as a rule, active = well fitted curve in the direction sought with a large enough effect; inconclusive = small, poorly fitted or top-dose-only effect, or another doubt; inactive = no such curve, though single readings can be large; an effect the other way counts as inactive or inconclusive.

SMILES	Eya2 inh	ELG1 DNA repair	Tb PFK inh	ASM inhibitor	PTAP TSG101 blk	TSHR antagonist	a7 integrin act	Mito fusion act	Chronic BCR inh	AT treatment	TCR activator
CCn1cc(CNCc2cn(C)nc2-c2ccc(C3CCCCC3)cc2)cn1	-9%	-1%	1%	-3%	1%	9	-31%	0%	?	-4%	4%
CCOC(=O)N1CCN(C(=O)CCC(=O)c2ccc(OCC)cc2)CC1	-2%	-10%	-3%	-1%	-1%	0	-18%	15%	-9%	-1%	4%
O=C(c1ccc(Cl)c(Cl)c1)c1cnc(Nc2ccccc2)s1	5%	?	-4%	25%	-3%	13	44%	0%	?	-4%	-6%
COc1cccc(OCCCCCN2CCOCC2)c1	-2%	-11%	0%	1%	-4%	-4	-9%[7.66 µM]	-5%	12%	14%	2%
COc1cc(NS(=O)(=O)c2ccc(NS(=O)(=O)c3ccc(NC(C)=O)cc3)cc2)nc(OC)n1	-17%	3%	0%	-3%	-3%	-9	4%	-4%	0%	7%	-4%
CCOc1cc(CNc2ccc(N3CCCC3)cc2)cc(Cl)c1OC	6%	?	1%	50%[activator]	-1%	-4	-65%[inhibitor]	1%	-12%	-4%	2%
CN(CCC1CCOCC1)C(=O)C1CCC(=O)N(CCc2ccc(Cl)cc2)C1 (configuration not stated)	4%	-2%	1%	4%	-1%	-12	-34%	-5%	1%	-7%	-5%
CCOc1ccccc1N(CC(=O)Nc1ccc(S(=O)(=O)N2CCOCC2)cc1)S(C)(=O)=O	5%	-4%	0%	2%	-2%	-1	-19%	3%	-1%	-1%	-2%
O=C(CCC1CCCCC1)NC1=NCCS1	0%	-8%	-2%	6%	-3%	0	21%	22%	6%	-1%	-2%[46.1 µM]
COc1ccc(S(=O)(=O)NCCN2CCOCC2)c2ccccc12	-5%	1%	0%	0%	?	3	27%	-4%	?	-8%	1%
Cc1cc(C)n(C(CC(=O)O)C(=O)O)n1 (configuration not stated)	-2%[15.4 µM]	-2%	7%	5%	-1%	3	0%	0%	2%	0%	.
CCn1ccc(C(=O)Nc2ncc(C)s2)n1	-12%	?	2%	3%	0%	0	-6%	1%	0%	6%	3%
Cn1c(SCC(=O)c2ccc3c(c2)NC(=O)CO3)nc2ccccc21	-5%	-6%	-2%	-2%	-2%	3	-8%	0%	?	5%	9%
CSc1cccc(NC(=S)NCCCO)c1	6%	0%	8%	10%	-7%	-3	5%	-5%	-1%	5%	1%
Cc1ccc(C23CC4CC(CC(C(N)=O)(C4)C2)C3)cc1	5%	16%	2%	-1%	-1%	6	-3%	15%	?	-4%	0%
Cc1ccc(NC(=O)C2C(c3ccccc3)C=CC(c3ccccc3)C2C(=O)O)cc1 (configuration not stated)	-4%	-4%	?	-2%	-6%	-4	0%	10%	6%	1%	0%
COc1ccc(NC(=O)CCNS(=O)(=O)c2cccc3nonc23)cc1Cl	-29%	6%	0%	-1%	-2%	-5	4%	-3%	10%	1%	0%
CCN(CC(=O)Nc1ccccc1C(F)(F)F)C(=O)c1cc(-c2cccs2)nn1-c1ccccc1	0%	?	-3%	-3%	-2%	4	?	-1%	-6%	3%	-4%
COc1ccc(/C=N\NC(=O)/C(=C\Nc2nccc(C)n2)NC(=O)c2ccccc2)cc1	-9%	-3%	1%	-5%	0%	0	32%	0%	-2%	5%	-4%
O=C1C=C(c2ccc(-c3ccccc3)c(F)c2)C[C@@H](c2ccc3c(c2)OCO3)C1	-14%	?	8%	-2%	1%	0	10%	1%	4%	9%	-2%

Among those listed so far, two contain an aryl thioether with sulfur outside any ring:
SMILES	Eya2 inh	ELG1 DNA repair	Tb PFK inh	ASM inhibitor	PTAP TSG101 blk	TSHR antagonist	a7 integrin act	Mito fusion act	Chronic BCR inh	AT treatment	TCR activator
Cn1c(SCC(=O)c2ccc3c(c2)NC(=O)CO3)nc2ccccc21	-5%	-6%	-2%	-2%	-2%	3	-8%	0%	?	5%	9%
CSc1cccc(NC(=S)NCCCO)c1	6%	0%	8%	10%	-7%	-3	5%	-5%	-1%	5%	1%

Gathered by group, the compounds so far with fluorine.
SMILES	Eya2 inh	ELG1 DNA repair	Tb PFK inh	ASM inhibitor	PTAP TSG101 blk	TSHR antagonist	a7 integrin act	Mito fusion act	Chronic BCR inh	AT treatment	TCR activator
CCN(CC(=O)Nc1ccccc1C(F)(F)F)C(=O)c1cc(-c2cccs2)nn1-c1ccccc1	0%	?	-3%	-3%	-2%	4	?	-1%	-6%	3%	-4%
O=C1C=C(c2ccc(-c3ccccc3)c(F)c2)C[C@@H](c2ccc3c(c2)OCO3)C1	-14%	?	8%	-2%	1%	0	10%	1%	4%	9%	-2%

Other results:
SMILES	Eya2 inh	ELG1 DNA repair	Tb PFK inh	ASM inhibitor	PTAP TSG101 blk	TSHR antagonist	a7 integrin act	Mito fusion act	Chronic BCR inh	AT treatment	TCR activator
Cc1cc(C(=O)CSc2nnc(N)s2)c(C)n1-c1c(C)n(C)n(-c2ccccc2)c1=O	13%	7%	-6%	4%	-1%	5	16%	-1%	1%	.	6%
CCOC(=O)N1CCN(C(=O)Cn2cnc3ccccc3c2=O)CC1	2%	2%	2%	3%	-2%	-5	-2%	-5%	0%	-3%	4%
Cc1cc(OCC(=O)NCc2ccncc2)c2c(C)c(C)c(=O)oc2c1	5%	?	1%	3%	1%	-6	12%	-1%	0%	6%	3%
Cc1ccc(Cn2ncc3c(N4CCOCC4)ncnc32)cc1	7%	?	-3%	0%	-4%	-8	-1%	8%	-12%	1%	5%
O=c1oc2ccccc2c(Nc2ccccc2)c1[N+](=O)[O-]	2%	-3%	4%	-1%	-1%	-2	-13%	4%	?	.	4%[46.1 µM]
Cc1cccc2c(=O)c(C(=O)NCc3ccc(F)cc3)c[nH]c12	3%	10%	-7%	5%	-12%	-9	12%	1%	8%	-5%	.
COc1ccc(S(=O)(=O)N2CCCC2CNC(=O)C(=O)Nc2cccc(F)c2)cc1 (configuration not stated)	-13%	?	0%	2%	-3%	-17	-15%	4%	-2%	6%	2%
CC(C)c1ccc(NC(=O)C(c2ccccc2)N2CCC3(CC2)OCCO3)cc1 (configuration not stated)	-16%	8%	-4%	-1%	-4%	-13	-41%	26%	4%	.	-76%
Cc1ccc(NC(=O)CCn2cnc3ccccc3c2=O)cc1Cl	6%	2%	-3%	1%	-4%	-8	2%	-1%	-6%	.	7%[46.1 µM]
O=C(C1CC1)N1CCC(Oc2cccc(C(=O)N3CCCCC3CCO)c2)CC1 (configuration not stated)	-2%	4%	2%	-1%	-4%	6	-24%	-8%	0%	0%	8%
Cc1cccc(NC(=O)CN2C(=O)COc3ccc(Cl)cc32)c1	4%	-28%	-1%	0%	-5%	0	21%	1%	8%	5%	3%
O=C(O)c1ccccc1SCC(=O)N1CCc2ccccc21	12%	?	20%	6%	0%	3	18%	-10%	?	6%	.
CN(C)CCCN(CCCN(C)C)C(=S)Nc1ccc(S(=O)(=O)N2CCOCC2)cc1	11%	?	-4%	3%	0%	9	-38%	0%	?	18µM*	-7%
O=C1N=C(N2CCC(Cc3ccccc3)CC2)S/C1=C/c1cn[nH]c1-c1ccccc1	?	?	-2%	-1%	0%	-1	0%[7.66 µM]	-1%	?	-7%	1%
CC(=O)Nc1ccc(S(=O)(=O)N(C)S(=O)(=O)c2ccc(F)cc2)cc1	-8%	?	4%	1%	-4%	-5	27%	2%	?	-4%	-1%
CCOc1ccccc1OCCOc1cccc(C(F)(F)F)c1	-11%	-4%	-6%	-5%	1%	4	-2%	-3%	1%	7%	0%
CSCCC(NC(=O)c1ccc([N+](=O)[O-])cc1Cl)C(=O)OCC(=O)N(C)C (configuration not stated)	2%	15%	-1%	3%	0%	2	13%	1%	?	-5%	-2%[46.1 µM]
